Screening results from PubChem.
APOBEC3G inh: blocks human APOBEC3G single-stranded DNA deamination. Q9HC16. recombinant A3G, ssDNA deamination FAM/TAMRA fluorescence. inhibition, % at 20 µM. 330,000 tested, 0.28% active. AID 493012;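 active = inhibition of at least 40% at 20 µM, with no more than 30% in the related APOBEC3A deaminase screen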;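 also: plate controls were DMSO wells with A3G for no effect and wells lacking A3G enzyme for full effect; some compounds called inactive have numbers as strong as hits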
CXCR6 block: inhibitors of human CXCR6 receptor; 360,000 tested, 0.36% active; CHO-K1 PathHunter CXCR6 beta-arrestin, luminescence; O00574; inhibition, % at 20 µM; in the data active = inhibition above about 34%, passing the limit was not always enough;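 also: antagonist mode with CXCL16 agonist at 10 nM final; 0% = 10 nM CXCL16 with DMSO and 100% = unstimulated wells without agonist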
CCR6 antagonist: antagonists of human CCR6 receptor; CHO-K1 CCR6 PathHunter beta-arrestin, luminescence, CCL20-stimulated; inhibition, % at 20 µM; 340,000 tested, 0.49% active;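 active = compounds whose inhibition of the agonist-driven luminescence signal at 20 µM reaches about 50%, limit read from the data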;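 also: cells stimulated with CCL20 at 14 nM final; plate controls were DMSO with CCL20 for no effect and DMSO without agonist for full effect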
Target sequence (P51684 whole entry, looked up): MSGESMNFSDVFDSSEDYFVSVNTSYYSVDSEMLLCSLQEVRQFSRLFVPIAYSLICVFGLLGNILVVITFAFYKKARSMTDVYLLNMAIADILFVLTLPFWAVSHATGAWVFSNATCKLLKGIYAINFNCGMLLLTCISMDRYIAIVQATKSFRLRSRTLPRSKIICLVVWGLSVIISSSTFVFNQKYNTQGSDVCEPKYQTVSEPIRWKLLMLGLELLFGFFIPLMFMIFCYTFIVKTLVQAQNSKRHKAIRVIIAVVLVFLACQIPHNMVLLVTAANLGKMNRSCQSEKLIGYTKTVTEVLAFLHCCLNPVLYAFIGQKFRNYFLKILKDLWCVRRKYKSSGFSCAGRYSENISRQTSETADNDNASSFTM
EBI2 block: EBI2 (human) antagonism; P32249; EBI2 beta-arrestin recruitment, luminescence, 7a,25-OHC stimulated; inhibition, % at 5 µM; 360,000 tested, 0.81% active; in the data active = inhibition above about 38%;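 also: enzyme fragment complementation signal reports receptor beta-arrestin coupling in cells; 0% = agonist plus DMSO wells and 100% = wells without agonist; some results beyond the cut were filed as inactive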
Target sequence (P32249 whole entry, looked up, the tested form may be a part): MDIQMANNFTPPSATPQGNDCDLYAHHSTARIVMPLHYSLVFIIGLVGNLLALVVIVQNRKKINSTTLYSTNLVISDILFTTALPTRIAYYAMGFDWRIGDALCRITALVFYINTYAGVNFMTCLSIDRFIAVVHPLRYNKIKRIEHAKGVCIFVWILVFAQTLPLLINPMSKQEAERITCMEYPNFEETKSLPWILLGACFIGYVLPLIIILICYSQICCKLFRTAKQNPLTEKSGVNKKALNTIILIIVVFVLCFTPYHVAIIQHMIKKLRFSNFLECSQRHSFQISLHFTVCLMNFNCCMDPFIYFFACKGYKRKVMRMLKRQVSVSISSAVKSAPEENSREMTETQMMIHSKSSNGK
Gli-Sufu antag: blocks Gli-Sufu signaling in a luciferase reporter; inhibition, % at 5 µM; AID 588413; Sufu-KO-LIGHT fibroblasts, Gli luciferase reporter luminescence; 340,000 tested, 0.74% active;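 active = inhibition above about 55%, limit read from the data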;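 also: 0% = DMSO-treated cells and 100% = wells with medium but no cells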
MPTP block: blocks calcium-induced mitochondrial swelling | AID 602449 | inhibition, % at 10 µM | 360,000 tested, 1.4% active | isolated mouse mitochondria, Ca2+ swelling absorbance, 30 min;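 active = inhibition of 50% or more, scaled per plate between neutral and stimulator controls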;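 also: 0% = DMSO wells given calcium and 100% = 1 mM EGTA wells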
APOBEC3A inh: human APOBEC3A DNA deaminase inhibition | recombinant A3A, FAM/TAMRA ssDNA deamination fluorescence | 330,000 tested, 0.41% active | inhibition, % at 20 µM | AID 493011;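 active = at least 40% inhibition at 20 µM here, with at most 30% in a related deaminase screen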;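 also: plate controls were A3A with DMSO for no effect and wells lacking A3A enzyme for full effect; some results filed as inactive read as strong as hits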
Target sequence (P31941 whole entry, looked up): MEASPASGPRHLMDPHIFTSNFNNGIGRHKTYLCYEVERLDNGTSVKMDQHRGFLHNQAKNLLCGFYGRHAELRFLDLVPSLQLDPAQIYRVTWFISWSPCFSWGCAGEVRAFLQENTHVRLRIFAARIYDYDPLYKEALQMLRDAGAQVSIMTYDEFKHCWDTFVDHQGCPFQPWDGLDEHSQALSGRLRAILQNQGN
GRIN3A LBD mod: modulators (binders) of human NR3A ligand-binding domain; NR3A LBD differential scanning fluorimetry, Tm shift; 0% = protein alone, 100% = glycine-bound protein; Tm shift relative to glycine control, % at 25 µM; 340,000 tested, 2.5% active; AID 1259313;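 active = melting temperature shift of at least 10% of the positive control shift, at one fixed dose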
An asterisk follows results filed as active; / = no result given.

SMILES	APOBEC3G inh	CXCR6 block	CCR6 antagonist	EBI2 block	Gli-Sufu antag	MPTP block	APOBEC3A inh	GRIN3A LBD mod
COc1ccc(C(C(=O)NC2CCCCC2)N(Cc2ccco2)C(=O)CNC(=O)c2ccco2)cc1 (centres undefined)	0	6	2	-8	9	4.7	-2	1
COc1ccc(/C=C(\NC(=O)c2ccccc2)C(=O)N/N=C/c2cccnc2)cc1	-10	-4	13	-1	2	2.8	-2	0
Cn1c(-c2ccccc2)c(C(=O)CC#N)c2ccccc21	-7	3	7	5	7	-0.1	0	2
CC1CCN(C(=O)CN2C(=O)C(=O)N(C)C2=O)c2ccccc2S1 (centres undefined)	-3	4	-3	1	-11	-1.3	2	1
FC(F)Oc1ccc(NC(=S)NC2CCCCCCC2)cc1	-2	-14	8	12	-8	34	1	2
O=C1N/C(=C\c2ccsc2)C(=O)N1Cc1ccc(F)cc1	-6	15	-11	-11	10	1.3	0	-8
Cc1csc(NC(=O)c2cc([N+](=O)[O-])cc([N+](=O)[O-])c2)n1	-6	5	-13	-9	-27	2.9	-6	-11
CN1CCCN(Cc2cccc3ccccc23)CC1	2	2	19	6	10	1.1	-8	-1
CCc1ccccc1N(CC)C(=O)c1cn(CC)c(=O)c2cc(OC)c(OC)cc12	-1	4	9	22	7	0.0	-3	-4
Cc1cc2c(NCCc3ccccc3)ncnc2s1	-4	-4	-4	22	/	103*	3	-4
COc1ccc(OC)c(CNC(=O)c2ccc(C)c(NC(=O)C3=C(C)OCCS3)c2)c1	-6	-12	12	1	-6	0.0	-7	-1
CCCS(=O)(=O)N1CCCC(C(=O)NCc2ccc3c(c2)OCO3)C1 (centres undefined)	-2	12	10	-18	-6	0.1	1	-2
O=C(N/N=C/C=C/c1ccco1)c1cccc([N+](=O)[O-])c1	21	7	7	-13	4	-1.9	27	4
CC1CCc2sc(C(=O)OCC(=O)NCc3ccccc3)cc2C1 (centres undefined)	0	-7	5	-5	3	0.8	3	1
COc1ccc(CC2(C)OC(c3ccccc3)=NN2C(C)=O)cc1 (centres undefined)	-6	-3	3	1	0	-3.0	-1	1
CCCOc1ccc(C(=O)Nc2ccc(N(C)C)cc2)cc1	2	-5	0	35	-29	1.7	1	-4
COc1ccc(OC(=O)COc2ccc(Cl)cc2)cc1	-5	-4	13	-1	-11	0.7	-8	-1
CCCCOC(=O)Cn1c(=N)n(CCC)c2ccccc21	-6	-1	16	8	2	-2.6	2	0
Cn1c(=O)[nH]c(=O)c2c1nc(Br)n2CC(O)COc1ccc(Cl)cc1 (centres undefined)	-5	-6	9	-3	-2	-0.4	2	1
CCCc1nc2ccccc2[nH]1	-6	3	9	-15	5	-0.1	-1	0
COC(=O)c1c(NC(=O)CN2CCCc3ccccc32)sc(C)c1C	-7	-20	17	11	6	2.3	-8	3
CN1CCN(CC(=O)NN(Cc2ccccc2)c2ccccc2)CC1	-10	-1	5	-13	6	1.5	-4	0
O=C1COc2ccc(C(=O)COC(=O)Cc3ccc(Cl)cc3)cc2N1	-2	1	-2	-3	12	2.4	3	-1
C=CCOC(=O)/C(=C/c1ccco1)NC(=O)/C=C/c1ccccc1	-6	-2	9	-4	0	-0.7	-5	-1
COC(=O)c1nnn(-c2nonc2N)c1CSc1nnc(C)s1	-9	-4	9	-7	-1	-0.4	0	2
O=C(CCl)Nc1ccc(S(=O)(=O)Nc2nccs2)cc1	-7	-2	6	-4	1	-1.1	3	2
CC1CCc2c(nc3ncnn3c2NCCN(C)C)C1 (centres undefined)	-3	2	-2	1	/	-1.4	-3	-2
COC(=O)CSc1snnc1-c1ccc(Cl)cc1Cl	-5	6	1	-7	-10	-0.6	-1	2
Cn1c(-c2cnn(-c3ccccc3)c2N)n[nH]c1=S	31	-7	-7	-3	-1	0.4	-2	0
COc1ccc2cc(/C=N/NC(=O)CSCc3ccc([N+](=O)[O-])cc3)c(Cl)nc2c1	-4	-13	3	4	12	1.8	-1	0
N/N=C(\c1ccccc1)c1cc(Cl)ccc1N	-4	4	2	5	1	1.4	-1	0
CCCCn1c(N)c(N(CCOC)C(=O)COC(=O)c2ccccc2NCCO)c(=O)[nH]c1=O	/	5	1	-13	-6	0.9	/	-1
COc1cc2c(cc1NC(=O)Cc1ccc(C)cc1)oc1ccccc12	-1	-8	2	13	-60	5.6	1	-1
CN(c1ccccc1)S(=O)(=O)c1ccc2c(c1)OCCO2	3	11	4	8	-19	0.8	2	0
Cc1ccc(OCCCCN2CCCCC2)cc1	-4	-10	5	-13	6	-0.8	-1	0
COc1ccc(/C=C\c2nc(=O)c3ccccc3o2)cc1	-7	8	21	-16	-52	1.1	-3	-9
CSc1ccccc1NC(=O)CN(C)C(=O)C(C)SCc1nc2sc(C)c(C)c2c(=O)[nH]1 (centres undefined)	/	0	9	4	5	-0.9	/	2
O=C(CCC1CCCN(C(=O)c2ccc3c(c2)OCO3)C1)NCc1ccc(F)c(F)c1 (centres undefined)	0	6	7	2	-1	1.0	5	1
COC(=O)C1=C(C)N(CCc2c[nH]c3ccccc23)C(=O)C1	-7	-7	4	-4	-16	-1.3	-4	-2
COc1cc(OC)cc(C(=O)O/N=C(\N)c2cccc(C)c2)c1	-5	-10	1	11	-25	1.0	-1	1
O=S(=O)(Nc1ccc(N2CCOCC2)cc1)c1ccc(Cl)s1	-4	-8	10	-1	-21	-2.5	-4	0
COCc1[nH]nc2c1C(c1ccsc1)C(C#N)=C(N)O2 (centres undefined)	-3	2	0	-38	-3	0.7	-1	0
COc1ccc(CNC(=O)Cn2nc([N+](=O)[O-])c(Br)c2C)cc1OC	5	-1	9	8	5	-0.7	0	-3
Cc1ccc(Cl)cc1N1CCN(C(=O)C2CCN(S(=O)(=O)c3cccnc3)CC2)CC1	-1	6	5	19	38	-1.5	0	0
Cc1ccc(/C(N)=N/OC(=O)CCC2CCCC2)cc1	-1	-13	-2	-4	-17	0.2	1	1
COc1ccc(C(=O)N/N=C/c2ccc(N(C)c3ccccc3)cc2)cc1	5	-1	-11	17	-3	12	-4	1
Cc1ccc(C(=O)Nc2c(-c3cccs3)c(=O)c3ccccc3n2C)cc1	-3	13	10	2	14	-1.4	2	1
CS(=O)(=O)N(Cc1ccccc1)c1ccc(C(=O)NN=C2CCCCCC2)cc1	-5	-6	5	1	-3	0.9	-4	1
O=C1c2oc3ccccc3c(=O)c2C(c2cccc(O)c2)N1CCCN1CCOCC1 (centres undefined)	4	-4	10	-4	-8	-1.8	1	-1
CCC1(CC)NC(=O)N(CC(=O)OCC(=O)Nc2sccc2C#N)C1=O	-4	-8	-5	-5	-19	0.2	-1	-3
CCCCCN1C/C=C\C(c2ccc(OC)cc2)N(Cc2ccc(F)cc2)C(=O)C1 (centres undefined)	-9	-1	12	0	15	0.5	-4	5
Cc1ccc(CCNC(=O)CCSCc2ccc(Cl)cc2)cc1	-8	3	1	-4	-8	10	-3	0
O=C(/C=C/c1ccccc1)N1CCN(CC(O)COc2ccccc2)CC1 (centres undefined)	-2	7	3	82*	10	-2.7	-3	-1
Cc1ccc(NC(=O)NNC(=O)CN2C(=O)COc3ccccc32)cc1	-8	-10	7	-3	-18	0.4	-1	0
CC1c2c([nH]c3ccccc23)CCC1C(=O)O (centres undefined)	-8	-1	-3	-15	6	0.0	-2	0
Cn1nnnc1SCC(=O)NC(C)(C)C	-4	1	5	-2	0	-2.1	0	0
Cc1c2cn[nH]c(=O)c2c(C)n1Cc1ccc(F)cc1	1	6	7	-7	0	-0.5	-3	-2
COc1ccc(-c2c(C#Cc3ccsc3)c3cc(-c4ccc5c(c4)OCO5)ccc3n2C)cc1	-4	4	5	-5	4	1.8	1	-3
COc1ccc(-c2cc(C(=O)NCC3CCCO3)c3cc(C)ccc3n2)cc1 (centres undefined)	1	3	12	18	-54	-0.8	-3	0
COC(=O)[C@@]12CCCCN1[C@H](c1ccc(SC3CCCCC3)c(OC)c1)[C@@H]1C(=O)N(C)C(=O)[C@@H]12	-4	1	2	7	-4	-0.7	-2	-7
CCN(CC)S(=O)(=O)c1ccc2c(c1)nc(SC(C)C(N)=O)n2-c1ccc(OC)cc1 (centres undefined)	-7	-7	17	2	5	-1.1	9	6
COc1cccc(NC(=O)CN(C)C(=O)c2ccccc2Sc2ccccc2C#N)c1	-4	-13	-5	5	-1	-1.2	1	-2

By substructure, those above with an aryl methoxy group.
SMILES	APOBEC3G inh	CXCR6 block	CCR6 antagonist	EBI2 block	Gli-Sufu antag	MPTP block	APOBEC3A inh	GRIN3A LBD mod
COc1ccc(C(C(=O)NC2CCCCC2)N(Cc2ccco2)C(=O)CNC(=O)c2ccco2)cc1 (centres undefined)	0	6	2	-8	9	4.7	-2	1
COc1ccc(/C=C(\NC(=O)c2ccccc2)C(=O)N/N=C/c2cccnc2)cc1	-10	-4	13	-1	2	2.8	-2	0
CCc1ccccc1N(CC)C(=O)c1cn(CC)c(=O)c2cc(OC)c(OC)cc12	-1	4	9	22	7	0.0	-3	-4
COc1ccc(OC)c(CNC(=O)c2ccc(C)c(NC(=O)C3=C(C)OCCS3)c2)c1	-6	-12	12	1	-6	0.0	-7	-1
COc1ccc(CC2(C)OC(c3ccccc3)=NN2C(C)=O)cc1 (centres undefined)	-6	-3	3	1	0	-3.0	-1	1
COc1ccc(OC(=O)COc2ccc(Cl)cc2)cc1	-5	-4	13	-1	-11	0.7	-8	-1
COc1ccc2cc(/C=N/NC(=O)CSCc3ccc([N+](=O)[O-])cc3)c(Cl)nc2c1	-4	-13	3	4	12	1.8	-1	0
COc1cc2c(cc1NC(=O)Cc1ccc(C)cc1)oc1ccccc12	-1	-8	2	13	-60	5.6	1	-1
COc1ccc(/C=C\c2nc(=O)c3ccccc3o2)cc1	-7	8	21	-16	-52	1.1	-3	-9
COc1cc(OC)cc(C(=O)O/N=C(\N)c2cccc(C)c2)c1	-5	-10	1	11	-25	1.0	-1	1
COc1ccc(CNC(=O)Cn2nc([N+](=O)[O-])c(Br)c2C)cc1OC	5	-1	9	8	5	-0.7	0	-3
COc1ccc(C(=O)N/N=C/c2ccc(N(C)c3ccccc3)cc2)cc1	5	-1	-11	17	-3	12	-4	1
CCCCCN1C/C=C\C(c2ccc(OC)cc2)N(Cc2ccc(F)cc2)C(=O)C1 (centres undefined)	-9	-1	12	0	15	0.5	-4	5
COc1ccc(-c2c(C#Cc3ccsc3)c3cc(-c4ccc5c(c4)OCO5)ccc3n2C)cc1	-4	4	5	-5	4	1.8	1	-3
COc1ccc(-c2cc(C(=O)NCC3CCCO3)c3cc(C)ccc3n2)cc1 (centres undefined)	1	3	12	18	-54	-0.8	-3	0
COC(=O)[C@@]12CCCCN1[C@H](c1ccc(SC3CCCCC3)c(OC)c1)[C@@H]1C(=O)N(C)C(=O)[C@@H]12	-4	1	2	7	-4	-0.7	-2	-7
CCN(CC)S(=O)(=O)c1ccc2c(c1)nc(SC(C)C(N)=O)n2-c1ccc(OC)cc1 (centres undefined)	-7	-7	17	2	5	-1.1	9	6
COc1cccc(NC(=O)CN(C)C(=O)c2ccccc2Sc2ccccc2C#N)c1	-4	-13	-5	5	-1	-1.2	1	-2
